# NCI-60 one-dose screen, 48 h, at 10 µM unless noted. Numbers give growth in % (100 = growth as untreated, 0 = no growth, -100 = all killed).
# MALME-3M – MALME-3M melanoma; 78,000 compounds, 5.8% hits; AID 1794766
# M14 – M14 melanoma | 80,000 compounds, 6.2% hits | AID 1794745
# UACC-257 – UACC-257 melanoma | 78,000 compounds, 4.4% hits
# HOP-92 – HOP-92 NSCLC cells; 71,000 compounds, 6.3% hits; AID 1794738
# HOP-62 – HOP-62 NSCLC. AID 1794735. 80,000 compounds, 3.9% hits
# EKVX – EKVX NSCLC. 71,000 compounds, 3% hits. AID 1794765
# UACC-62 – UACC-62 melanoma. AID 1794756. 81,000 compounds, 5.4% hits
# A549/ATCC – A549/ATCC NSCLC; 81,000 compounds, 3.7% hits; AID 1794740
# * = called active by the depositor; x = not tested or not shown; & = joins results of further samples; [ ] = dose if it differs, or a comment. Rule for the calls: active = growth percent below 10; inactive = the rest.
SMILES,MALME-3M,M14,UACC-257,HOP-92,HOP-62,EKVX,UACC-62,A549/ATCC
Cc1[nH]nc2ccc(-c3nc4cnc(N5CCN(C)CC5)cn4c3Nc3ccc(F)cc3Br)cc12,77,x,79,61,67,86,18,59
COc1cccc(/C=C(/C(C)=O)C(=O)c2ccccc2)c1,72,70,56,74,102,87,80,78
CN1c2ccncc2Sc2ccncc21,102,106,106,85,98,49,91,102
Oc1ccc2n[nH]nc2c1,x,119,128,111,103,89,103,112
COc1cc(OCc2cccc(-c3ccccc3)c2C)cc(OC)c1CN1CCCCC1C(=O)NCCOCCOCCN (stereo not drawn),54,-28*,100,46,90,85,99,71
Cc1cc(C)c(C)c(C(=O)C(=O)c2ccccc2)c1,107,111,97,66,x,95,109,103
CCCCCC(=O)OC1CCCC1,107,96,102,95,105,99,101,107
CC(=O)Nc1ccc(/C=C(\C#N)c2ccc([N+](=O)[O-])cc2)cc1,93,109,x,x,93,x,110,125
O=C(CCc1nc2c(=O)[nH]c(=S)[nH]c2[nH]c1=O)NCc1ccc(C(=O)O)cc1,98,102,95,83,96,100,97,101
O=C(O)c1ccc(-n2cc(CNc3ccccc3)c(-c3cc(C(F)(F)F)cc(C(F)(F)F)c3)n2)cc1,65,75,80,97,83,61,68,68
CCN(CC)CCCN(CCCc1ccccc1)Cc1ccccc1,112,90,140,34,84,81,97,122
CC(=O)OCC1O[C@@H](Oc2ccc3c(c2)CC[C@@H]2[C@@H]3CC[C@]3(C)[C@@H](O)CC[C@@H]23)C(OC(C)=O)[C@@H](OC(C)=O)[C@H]1OC(C)=O (stereo partly drawn),133,98,91,x,94,104,100,86
C=CCn1c(SCC(=O)Nc2cccc(C(=O)/C=C/c3ccc(Br)cc3)c2)nc2ccccc2c1=O,73,85,105,78,97,106,73,86
NC(=O)CCn1c2ccc(-n3ccnc3)cc2c2ccc(CCC(=O)O)cc21,93[100 µM],101[100 µM],94[100 µM],83[100 µM],90[100 µM],81[100 µM],91[100 µM],91[100 µM]
CN(C)CCCC(C#N)(CCN(C)C)c1ccccc1 (stereo not drawn),99,100,102,74,95,93,98,96
O=C(/C=C/c1cn(-c2ccccc2)nc1-c1cccc(Nc2ccnc3cc(Cl)ccc23)c1)c1ccc2c(c1)OCO2,38,111,95,88,107,x,104,93
C=CCNC(=O)Cc1c(-c2ccc(OC)cc2)oc2c(OC)c3c(c(OC)c12)OCO3,106,101,105,114,105,107,89,95
Cc1ccc(Sc2nnc(/N=C3\C(=O)Nc4ccc(C)cc43)s2)cc1,103,91,102,95,89,92,45,86
CCOC(=O)c1ccc2c(c1N1CCN(Cc3ccccc3)CC1)N(O)ON2,123,102,102,116,111,x,76,97
CC(=O)O[C@H]1CC2CCC3C(CC[C@@]4(C)C3C[C@H]([N+]3(C)CCCCC3)[C@@H]4OC(C)=O)[C@@]2(C)C[C@@H]1[N+]1(C)CCCCC1 (stereo partly drawn),109,106,93,105,115,94,94,97
CCN(CC)CCN1C(=O)c2c(c3c4ccccc4[nH]c3c3[nH]c4ccccc4c23)C1=O,86,79,105,86,65,80,87,82
N#Cc1cnc2ccc(-c3cnc4n[nH]nc4c3)cc2c1N1CCc2cc(F)c(Cl)cc21,1.4*,21,24,4.2*,12,3.2*,2.1*,11
Clc1nc(-c2ccccn2)nc2sc3c(c12)CCCCCC3,94,87,x,x,87,x,96,100
N#CCc1ccc(N(CCO)CCO)cc1,106,105,113,106,113,96,85,97
COc1ccccc1C(=O)Nc1cccc(NC(=O)c2ccoc2C)c1,60,13,33,47,49,71,30,28
Nc1nc(N)c2c(n1)NC(c1ccccc1)CC(c1ccc(Nc3nc(NCCO)nc(Nc4ccc(Cl)cc4)n3)cc1)=N2 (stereo not drawn),-90*,81,113,-79*,-70*,93,97,76
CCCOc1ccc(-c2nc(-c3ccc(N)cc3)cs2)cc1,116,111,111,94,107,96,97,93
NC(=O)c1cc(Br)ccc1NC(=O)/C=C/c1ccccc1,97,28,49,57,99,46,43,33
Cc1nc2scc(-c3ccccc3)n2c(=O)c1CCO,102,101,x,85,93,92,98,94
CSc1nc(Cl)cc(-c2ccccc2)n1,103,110,116,97,122,x,103,105
CC/C(=C\c1ccc(Cl)cc1)c1ccncc1,184,122,101,x,98,81,91,93
O=C(O)C(c1ccccc1)C1CCCCC1O (stereo not drawn),95,105,116,81,97,113,104,128
COc1ccc(-c2nc3ccccc3c(=O)n2Cc2ccco2)cc1COc1ccc(NC(C)=O)cc1,x,79[3 µM],79[3 µM],x,53[3 µM],99[3 µM],47[3 µM],53[3 µM]
CC(=O)Nc1ccc2c(c1)C(=O)c1ccccc1C2=O,115,109,116,93,91,94,95,107
Nc1c(C(=O)Nc2ccccc2)sc2nc3c(cc12)CCC3,78,70,91,56,96,x,70,91
CCN(CC)CCN(C(=O)/C=C/c1ccccc1)C1CCCCC1,108,103,x,88,92,100,104,83
CCc1c(N)nc(N)nc1Cl,108,98,114,88,91,113,101,113
COc1ccc2nc3cc(Cl)ccc3c(NCCCNC(C)=O)c2c1,40,44,43,50,x,68,43,24
CS(=O)(=O)c1ccc(-c2nc3cc(Cl)ccc3n2CC(=O)NN)cc1,100,93,90,97,80,94,93,93
c1cncc(-c2nc(N3CCOCC3)c3c4c(sc3n2)CCCCC4)c1,103,105,87,42,79,82,71,80
CC(C)[C@H]1CC[C@@](C)(C(=O)OCc2ccc3c(c2)OCO3)C1,109,102,110,89,106,98,100,100
Cc1cccc(N2CCN(C(C)C(N)=O)CC2)c1 (stereo not drawn),129,104,101,103,107,96,105,102
CC(=O)Nc1nonc1-c1nc2ccccc2n1CC#N,92,108,106,99,100,x,106,103
C=C(C)CNC(C)=S,101,92,86,89,89,94,65,84
Cc1ccc(Cc2c(C=O)nc(N)[nH]c2=O)c2ccccc12,98,101,93,92,96,101,110,87
CCCc1cc(-c2ccc(O)c(CCC)c2)ccc1O,118,87,88,73,95,95,68,46
CCCC(=O)Nc1ccc(OCC)cc1,122,103,109,100,110,103,100,101
COc1cc(C2CC(c3ccc(SC)cc3)=NN2C(C)=O)cc(OC)c1OC (stereo not drawn),60,44,79,84,80,74,58,58
CCOC(=O)CN1CCSC1=NC(=O)c1ccc(Cl)cc1,110,97,105,76,98,114,104,101
CC(=O)C1=C(C)NC(SCC(=O)Nc2ccc(S(N)(=O)=O)cc2)=NC1c1ccc(Cl)cc1 (stereo not drawn),104,100,103,118,112,116,94,98
COc1ccc2cc(O)ccc2c1,106,114,101,90,101,x,106,107
COc1cccc(-n2nnc(-c3nc(-c4cccs4)no3)c2N)c1,111,113,100,88,117,96,95,95
CCCCC/C=C\C/C=C/CCCCCCCCNC(=O)Nc1ccc([N+](=O)[O-])cc1,83,78,99,-1.2*,x,79,68,97
O=C1NN(C(=O)c2ccc3ccccc3c2)C(c2ccccc2)=N/C1=C\c1cn(-c2ccccc2)nc1-c1ccccc1,96,96,98,94,104,106,87,83
COc1ccc2occ(C3=C(c4cn(C)c5ccccc45)C(=O)N(O)C3=O)c2c1,106,86,90,87,71,93,55,81
O=C(CN1CCN(c2cc(=O)n(-c3ccccc3)c3ccccc23)CC1)Nc1ccc(Br)cc1,x,99,80,x,91,80,72,90
CCOC(=O)Nc1cc(=O)c([N+](=O)[O-])c(N)[nH]1,118,112,x,99,97,x,106,97
CCCCC(CC)(CC(=N)C(C)(C)C)c1ccccc1 (stereo not drawn),88,105,97,98,90,103,84,77
Cc1ccc(C(=O)N(C(C)C)C(C)C)cc1,92,98,97,100,95,98,100,94
C[N+](C)(C/C=C/c1ccccc1)Cc1ccccc1,87,86,98,104,97,93,99,94
# Next part.
SMILES,MALME-3M,M14,UACC-257,HOP-92,HOP-62,EKVX,UACC-62,A549/ATCC
O=NN(CC(=O)O)Cc1ccc(Cl)cc1,99,99,102,x,117,103,96,101
COc1ccc(-c2c(NC(=O)Nc3ccc(S(=O)(=O)Nc4nccs4)cc3)cnn2-c2ccc(S(N)(=O)=O)cc2)cc1,115,99,96,93,108,108,96,97
CC(C)c1nc2ccccc2n1CC(=O)NN,111,96,89,86,88,109,98,96
Fc1ccc(NC(c2ccc(F)cc2)C2CCN(CCCCc3ccccc3)CC2)cc1 (stereo not drawn),33,25,61,29,71,53,26,52
CNC(=O)c1cc(Oc2ccc3c(c2)sc2nc(-c4cc(OC)c(OC)c(OC)c4)cn23)ccn1,-8.3*,52,50,16,67,50,45,64
COc1ccc(Sc2cccc(Cl)c2)c(C(=O)O)c1,88&105,95&104,94,91&97,99&94,102,87&108,100&104
[O-]/[N+](=C\C=C\c1ccccc1)c1ccccc1,158,115,127,x,116,100,94,144
CCOC(=O)c1cnc2sc(-c3ccccc3)nc2c1N,108,99,109,62,96,63,104,103
CCC1CCCC/C1=N\Nc1ccc([N+](=O)[O-])cc1[N+](=O)[O-] (stereo not drawn),129,104,87,115,106,105,88,83
C[C@@]1(F)[C@H](O)[C@@H](CO)O[C@H]1n1ncc(=O)[nH]c1=O,99,95,104,96,84,95,106,91
CC12OC(CC(O)C1O)n1c3ccccc3c3c4c(c5c6ccccc6n2c5c31)C(=O)N(CCN1CCCC1)C4=O (stereo not drawn),13,19,25,34,2.4*,38,19,2.0*
CC[C@H](Nc1nc(N)nc(C)c1C#N)c1nc2cccc(NCc3ccc(C(=O)NO)cc3)c2c(=O)n1-c1ccccc1,22,0.2*,0.8*,-17*,9.2*,36,-29*,1.1*
O=C(c1nc2ccccc2[nH]1)C1C(c2ccc(C(F)(F)F)cc2)C2CC3CCCC[C@H]3N2[C@@]12C(=O)Nc1cc(Cl)ccc12 (stereo partly drawn),62,48,65,55,77,55,75,56
Nc1nc(Cl)c(Cl)nc1N,116,97,98,81,102,x,101,100
CC(=O)CCC(CCC(C)=O)(CCC(C)=O)[N+](=O)[O-],97,99,94,85,93,x,106,100
O=C(CSC1CCc2ccccc21)N/N=C/c1ccccc1O (stereo not drawn),53,47,x,77,47,x,36,48
NS(=O)(=O)c1ccc(Nc2nc(O)c(/C=C3\C=Nc4ccccc43)s2)cc1,93,103,89,114,98,98,83,90
CC(C)=CCC/C(C)=C/C=N/NC(=O)C1CCC(=O)N1 (stereo not drawn),104,101,103,85,109,103,98,97
CC(C)C1(C(C)C)NC(=O)NC1=O,163,110,106,93,97,93,106,101
CCCCc1oc2ccc([N+](=O)[O-])cc2c1C(=O)c1ccc(C#Cc2ccc(F)cc2)cc1,92,86,94,66,98,83,60,91
COc1ccc(/C=C/C(=O)c2ccc(NC(=O)CSc3nnc(-c4ccccc4)o3)cc2)cc1,81,86,102,126,95,98,101,96
CN(C)Cc1ccc(O)c(C(=O)O)c1,116,113,109,96,106,101,104,109
ClC1CC/C=C\CC/C=C/CCC1Cl (stereo not drawn),99,105,101,84,96,89,86,97
CC1=C(C)C(=O)C(Nc2ccc(C)cc2)=C(Cl)C1=O,102,103,106,96,90,94,97,102
CN(C)C(=S)SC(=S)N(C)C,85&85,93&90,77&97,108&98,103&112,x,103&92,87&96
c1ccc(-c2nnc(-c3c[nH]c4ncccc34)o2)cc1,91,98,111,57,80,19,94,99
COc1ccc2c(N)ncc(C#Cc3cc(C(=O)Nc4ccc(CN5CCN(C)CC5)c(C(F)(F)F)c4)cnc3C)c2c1,-82*,-78*,27,1.1*,45,-1.2*,28,-69*
Nc1cc(-c2nc3sccn3c2-c2ccnc(NCCCNS(=O)(=O)c3ccc(F)cc3)n2)ccc1F,37,31,58,97,78,58,21,41
Cc1ncoc1C(=O)O,103,105,113,x,x,110,90,105
N#CC(Cc1ccccc1)C(=O)O (stereo not drawn),101,105,102,91,89,x,102,99
CCc1ccc(NC(=O)N[C@@H](Cc2cccc(F)c2)C(=O)N[C@@H]2C(=O)N3CCC[C@H]3C(=O)N3CCCC[C@H]3C(=O)N[C@@H](C)C(=O)N3C[C@H](C)C[C@H]3C(=O)O[C@H]2C)c(F)c1,41,22,22,-0.3*,43,31,21,33
Cc1cccc(-n2c(C)nc3ccc(N4CCCNC4=O)cc3c2=O)c1,102,102,105,95,101,99,97,102

# Source: PubChem BioAssay
